CXCR6 inh: CXCR6 receptor inhibitors, primary screen, cell-based, beta-arrestin, luminescence, CHO-K1 PathHunter, 1536-well; inhibition, % at 20 µM; 0.36% of 360,000 active; C-X-C chemokine receptor type 6 (Homo sapiens), O00574; in the data active = inhibition above about 34%, passing the limit was not always enough;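 also: antagonist mode with CXCL16 agonist at 10 nM final; 0% = 10 nM CXCL16 with DMSO and 100% = unstimulated wells without agonist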
Target sequence (O00574 whole entry, looked up): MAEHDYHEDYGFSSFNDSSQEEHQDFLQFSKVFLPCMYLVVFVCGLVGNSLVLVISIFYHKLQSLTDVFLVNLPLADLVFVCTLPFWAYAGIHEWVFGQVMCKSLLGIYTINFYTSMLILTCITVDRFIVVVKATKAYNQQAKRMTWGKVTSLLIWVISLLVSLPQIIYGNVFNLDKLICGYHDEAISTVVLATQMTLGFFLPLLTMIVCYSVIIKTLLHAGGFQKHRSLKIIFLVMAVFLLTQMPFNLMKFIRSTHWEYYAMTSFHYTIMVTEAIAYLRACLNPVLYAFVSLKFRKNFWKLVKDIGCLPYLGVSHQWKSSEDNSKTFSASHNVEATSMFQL
CCR6 antagonist: CCR6 receptor antagonists, primary screen, cell-based, CHO-K1, luminescence, beta-arrestin, uHTS. C-C chemokine receptor type 6 (Homo sapiens), P51684. CHO-K1 CCR6 PathHunter beta-arrestin, CCL20-stimulated. inhibition, % at 20 µM. 0.49% of 340,000 active;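 active = compounds whose inhibition of the agonist-driven luminescence signal at 20 µM reaches about 50%, limit read from the data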;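 also: cells stimulated with CCL20 at 14 nM final; plate controls were DMSO with CCL20 for no effect and DMSO without agonist for full effect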
697 NFkB inh: inhibitors of PMA/ionomycin-induced NF-kB reporter, 697 cells, primary screen, B-cell NF-kB inhibitor project, cell-based, luminescence, uHTS | inhibition, % at 4 µM | 0.33% of 330,000 active | 697 B-cell NF-kB luciferase reporter, 16 h | AID 435022, 2010; in the data active = inhibition above about 35%
APJ antag: antagonists of human apelin receptor APJ, primary screen, CHO-K1 cells, beta-arrestin complementation, luminescence; inhibition, % at 20 µM; AID 2521, 2010; 0.32% of 330,000 active;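 active = inhibition above about 40% at 20 µM, limit read from the data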;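 also: cells challenged with 10 nM apelin-13 agonist together with compound; plate controls were apelin-13 plus DMSO wells for no effect and DMSO wells lacking apelin-13 for full effect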
Target sequence (P35414 whole entry, looked up): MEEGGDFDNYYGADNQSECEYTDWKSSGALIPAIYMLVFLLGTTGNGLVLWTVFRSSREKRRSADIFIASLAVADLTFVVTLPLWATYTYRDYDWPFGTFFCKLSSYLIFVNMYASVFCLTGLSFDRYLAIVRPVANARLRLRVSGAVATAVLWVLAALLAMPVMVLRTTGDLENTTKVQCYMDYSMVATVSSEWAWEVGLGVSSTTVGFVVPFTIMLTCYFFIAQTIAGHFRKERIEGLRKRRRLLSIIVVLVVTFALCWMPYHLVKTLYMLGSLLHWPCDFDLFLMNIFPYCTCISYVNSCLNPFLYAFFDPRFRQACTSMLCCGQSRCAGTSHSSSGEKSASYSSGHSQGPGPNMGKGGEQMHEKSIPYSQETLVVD
UBC13 polyUb: UBC13 polyubiquitin chain formation inhibitors, primary screen, biochemical, TR-FRET, uHTS; inhibition, % at 20 µM; AID 485273, 2010; Ubiquitin-conjugating enzyme E2 N (Homo sapiens), P61088; 0.47% of 330,000 active; in the data active = inhibition above about 45%, passing the limit was not always enough
Target sequence (P61088 whole entry, looked up): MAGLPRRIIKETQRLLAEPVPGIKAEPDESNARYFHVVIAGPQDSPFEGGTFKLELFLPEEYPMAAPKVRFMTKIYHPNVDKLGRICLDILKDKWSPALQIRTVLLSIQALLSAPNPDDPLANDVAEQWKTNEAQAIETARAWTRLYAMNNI
Jurkat NFkB inh: inhibitors of induced NF-kB luciferase reporter, primary screen, TCR NF-kB activation inhibitor project, cell-based, luminescence, uHTS; Jurkat, PMA/ionomycin-induced NF-kB luciferase reporter; inhibition, % at 4 µM; 0.53% of 330,000 active; in the data active = inhibition above about 50%
EBI2 block: EBI2 receptor antagonists, beta-arrestin recruitment, primary screen, cell-based, luminescence, 7a,25-OHC stimulation, uHTS. G-protein coupled receptor 183 (Homo sapiens), P32249. inhibition, % at 5 µM. 7a,25-OHC stimulated. 0.81% of 360,000 active; in the data active = inhibition above about 38%;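 also: enzyme fragment complementation signal reports receptor beta-arrestin coupling in cells; 0% = agonist plus DMSO wells and 100% = wells without agonist; some results beyond the cut were filed as inactive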
Gli-Sufu antag: Gli-Sufu pathway antagonists, primary screen, luciferase luminescence, Sufu-KO-LIGHT cells, uHTS. inhibition, % at 5 µM. Sufu-KO-LIGHT fibroblasts, Gli luciferase reporter luminescence. 0.74% of 340,000 active;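 active = inhibition above about 55%, limit read from the data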;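 also: 0% = DMSO-treated cells and 100% = wells with medium but no cells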
Starred values were filed as active, the others as inactive; / = no result given.

no.	smiles	CXCR6 inh	CCR6 antagonist	697 NFkB inh	APJ antag
1	COc1cc(/C=N/NC(=O)CCC(=O)NC2CCCCC2)ccc1C	-1	1	7	3
2	Cc1nn2c(COc3ccc(NC(=O)c4ccccc4)cc3)nnc2c2ccccc12	-2	3	-19	-2
3	CCOC(=O)NC(Nc1nnc(SCC)s1)(C(F)(F)F)C(F)(F)F	2	-9	-25	-14
4	CN(CC(=O)NC(=O)Nc1ccccc1F)Cc1ccccc1	-3	21	-2	13
5	O=S(=O)(NCCC1=CCCCC1)c1cccc2nsnc12	5	6	/	/
6	O=C(O)CNC(=O)C(c1ccccc1)c1ccccc1	3	11	23	1
7	COc1cccc(CNC(=O)Cc2ccc(NC3=NC4CS(=O)(=O)CC4S3)cc2)c1 (stereo not drawn)	-3	-1	5	-6
8	Cc1ccccc1Cn1ccc(NC(=O)c2cnn3c(C(F)(F)F)cc(-c4ccco4)nc23)n1	19	9	19	18
9	CCOC(=O)C1CCN(CCC(=O)Nc2ccc(C)c(C)c2)CC1	-2	16	14	-4
10	Cc1ccc(C)c(C(=O)CN2C(=O)NC3(CCCCCCC3)C2=O)c1	-5	11	-6	8
11	CCN(CC)C(=O)c1ccc(CS(=O)(=O)c2ccc(Br)cc2)cc1	-30	-1	-19	16
12	CCc1nnc(NC(=O)/C=C/c2ccc(C)o2)s1	1	5	-18	0
13	COc1cc(C(=O)OCCCN=C2NS(=O)(=O)c3ccccc32)cc(OC)c1OC	-5	4	20	13
14	O=C(CSc1nc2cc([N+](=O)[O-])ccc2n1-c1ccc(F)cc1)NC1CCS(=O)(=O)C1 (stereo not drawn)	20	27	-14	8
15	COc1ccc2cc(CN(CC3CCCO3)S(=O)(=O)c3ccc(C(C)=O)cc3)c(=O)[nH]c2c1 (stereo not drawn)	0	-6	-26	7

no.	UBC13 polyUb	Jurkat NFkB inh	EBI2 block	Gli-Sufu antag
1	14	7	11	-3
2	-5	-1	-4	-2
3	-6	13	-10	-1
4	-3	-21	9	-1
5	/	/	9	7
6	11	3	-11	4
7	-5	5	-2	1
8	-11	11	24	15
9	2	3	1	5
10	-4	-3	11	-2
11	2	-15	3	-1
12	-1	-29	-16	-33
13	4	2	-5	10
14	-7	-4	25	3
15	-2	-50	6	4

More records follow:
no.	smiles	CXCR6 inh	CCR6 antagonist	697 NFkB inh	APJ antag
16	CCC(C)NC(=O)CCn1c(=O)c2cccn2c2ccc(F)cc21 (stereo not drawn)	2	-10	3	12
17	Cc1ccc2c(c1)N(C(=O)CCC(=O)NCc1cccc(F)c1)CCO2	0	6	11	-6
18	COc1cccc(C(C)N(C)Cc2nc(-c3ccoc3)oc2C)c1 (stereo not drawn)	5	16	12	17
19	O=C(Nc1ccc(Cl)cc1)c1cnc(-c2ccccc2)nc1-c1ccccc1	10	14	-17	3
20	Cc1cc(C)n(-c2ccc(C(=O)NCC(c3ccco3)N3CCCC3)cc2)n1 (stereo not drawn)	12	7	-23	-15
21	CCOc1ccc(N(CC(=O)NCc2ccco2)C(=O)CCC(=O)Nc2nccs2)cc1	-7	3	0	-24
22	O=c1[nH]c(=O)n(Cc2ccccc2)c2nc(-c3ccc(C(F)(F)F)cc3)n(CCO)c12	3	2	-9	6
23	Cc1cccc(CNC(=O)CCc2nnc(C3CCCCC3)o2)c1	-1	5	5	-4
24	O=c1ccc(-c2ccc(S(=O)(=O)NCC3CCN(Cc4ccccc4F)CC3)s2)n[nH]1	6	12	7	-18
25	O=C(NCCCN1CCCC1=O)c1cccc(NS(=O)(=O)c2ccc(Br)cc2)c1	-10	4	16	6
26	COc1ccc([C@@H]2C[C@H]3CN(c4ccccc4)C(=O)[C@]34CCCN24)c(OC)c1OC	4	8	30	5
27	CCOc1ccc(-n2c(SCC(=O)Nc3ccccc3C)n[nH]c2=O)cc1	1	-1	18	18
28	COc1ccc(OC)c(Cc2nnc(CCC(=O)NCc3ccsc3)o2)c1	-8	4	-11	-10
29	CC12CCC(=O)N1C(C(=O)Nc1nc(-c3ccc(F)c(F)c3)cs1)CS2 (stereo not drawn)	6	13	18	-56
30	O=C1CCc2cc(S(=O)(=O)NC3CCCCC3)ccc2N1	-1	12	-7	-10

no.	UBC13 polyUb	Jurkat NFkB inh	EBI2 block	Gli-Sufu antag
16	8	-12	6	-2
17	0	5	1	-1
18	5	1	20	-12
19	-24	-19	13	11
20	2	-23	-3	/
21	0	8	-17	-6
22	10	-16	2	-13
23	1	0	-1	-13
24	0	0	-4	19
25	0	16	-10	2
26	-8	7	-4	13
27	12	8	4	1
28	-4	-11	-8	-8
29	1	6	7	-1
30	-7	-13	-11	4

(next part)
no.	smiles	CXCR6 inh	CCR6 antagonist	697 NFkB inh	APJ antag
31	Nc1ncnc2c(C3OC(CO)C(O)C3O)scc12 (stereo not drawn)	-12	7	/	/
32	Cc1noc(C)c1CSCC(=O)N(C)CC(=O)Nc1ccc(F)cc1	4	9	-10	5
33	CCOP(=O)(OCC)C(Nc1cccc([N+](=O)[O-])c1)c1ccccc1 (stereo not drawn)	0	15	15	11
34	CC1(c2cccc(Br)c2)NC(=O)N(CC(=O)Nc2ccc(S(N)(=O)=O)cc2)C1=O (stereo not drawn)	3	3	9	5
35	O=C(CSc1nnc(Cc2ccccc2)o1)N1CCc2ccccc21	4	-5	-20	2
36	COc1ccccc1N1CCN(C(=O)/C=C/c2ccccc2)CC1	1	3	15	14
37	O=c1[nH]nc(CNc2ccc(C(F)(F)F)cc2)c2ccccc12	-8	12	-31	19
38	CC1CCN(CCCCOc2ccc(F)cc2)CC1	1	5	20	-18
39	CC(=O)NCCNC(=O)c1ccc(NC2=NC3CS(=O)(=O)CC3S2)cc1 (stereo not drawn)	-2	2	1	-11
40	COc1cccc(-n2c(Cc3cc(=O)[nH]c(=O)[nH]3)nnc2SCC(=O)N2CCCC2)c1	1	-1	-17	-24
41	O=C(CSc1nnc(CNC(=O)c2cccs2)o1)NCCc1ccccc1	2	-6	12	4
42	CCOc1ccc(N(CC(=O)NCc2ccccc2C)S(C)(=O)=O)cc1	2	8	-28	-8
43	O=C(OCc1nnc(-c2ccccc2)o1)c1ccccc1	8	1	5	0
44	CCS(=O)(=O)N1CCN(c2ccc([N+](=O)[O-])c(NC(C)c3ccccc3)c2)CC1 (stereo not drawn)	36	41	-9	32
45	Cc1ccc2nc(NC(=O)CC3Oc4ccccc4NC3=O)sc2c1 (stereo not drawn)	-2	9	1	0

no.	UBC13 polyUb	Jurkat NFkB inh	EBI2 block	Gli-Sufu antag
31	/	/	-5	44
32	0	1	3	13
33	5	5	6	2
34	3	7	5	-17
35	-2	-14	6	4
36	6	9	84*	-5
37	4	-7	21	-16
38	1	-11	-5	4
39	-5	6	-1	0
40	2	-16	-2	-2
41	0	-2	-11	-7
42	4	-27	2	-30
43	-13	-10	-7	1
44	-20	21	39	13
45	-1	-16	1	-13

Next part.
no.	smiles	CXCR6 inh	CCR6 antagonist	697 NFkB inh	APJ antag
46	C/C(=N\NC(=O)CCc1ccc(S(=O)(=O)N2CCOCC2)cc1)c1ccccc1Cl	13	5	7	21
47	c1ccc(N2CCN(c3ncnc4c3oc3ccccc34)CC2)cc1	-8	-5	16	-2
48	Cc1cc(Cl)ccc1NC(=S)Nc1cccnc1	8	26	1	9
49	Brc1cccc(OCCn2ccnc2)c1	-7	-4	8	7
50	CCC1CN(C(=O)NCc2ccc(C)cc2)c2cc(C)ccc2O1 (stereo not drawn)	17	2	14	21
51	COCCN(Cc1ccco1)C(=O)C1CCCN(c2ncnc3c2nc2n3CCCCC2)C1 (stereo not drawn)	5	15	-1	-34
52	CCC(=O)Nc1cc(C(C)C)c(O)cc1C	1	-6	10	-1
53	Cc1ccc(NC(=O)CNCc2cccs2)c(Br)c1	3	8	-31	-1
54	COc1ccccc1NC(=O)CN(Cc1ccco1)C(=O)c1cncc(Br)c1	-4	2	-5	-17
55	COc1cc(OC)c(C(=O)N2CCCC2)cc1OC	-6	-7	6	-1
56	O=C(CCn1c(=O)oc2ccccc21)NCc1ccc2c(c1)OCO2	-3	15	-2	13
57	NC(=O)c1ccc(NC(=O)CSC2=Nc3ccccc3C3CC=NN23)cc1 (stereo not drawn)	6	26	4	9
58	Cc1ccc(-n2c3c(cc(C(=O)NCc4ccco4)c2=O)C(=O)CCC3)cc1	-3	7	-2	0
59	CC(=O)c1ccc(C(=O)N2CCCC(CCC(=O)N(C)CCc3ccccn3)C2)s1 (stereo not drawn)	-3	2	6	10
60	CC1O[C@H](OC2C(COC3OC(CO)C(O)[C@H](O)C3O)OC(OC3CC[C@]4(C)C(CC[C@@]5(C)[C@@H]4C=C[C@]46OC[C@@]7(CCC(C)(C)C[C@H]74)C(O)C[C@@]56C)C3(C)C)C(O)C2O)C(O)C(O)C1O (stereo partly drawn)	-3	-7	8	21
61	CCCCCCC(=O)N1CCCC(c2nc(-c3cccc(OC)c3)no2)C1 (stereo not drawn)	9	18	4	1
62	N=C1C(c2nc(-c3ccc(Cl)cc3)cs2)=C(O)CN1NC(=O)c1ccc(O)cc1	-8	-1	-11	1

no.	UBC13 polyUb	Jurkat NFkB inh	EBI2 block	Gli-Sufu antag
46	-3	-3	4	-22
47	17	-3	23	-15
48	5	-16	2	2
49	0	-5	-3	0
50	-7	-17	13	5
51	0	-5	11	8
52	4	-17	-11	-5
53	0	-34	7	15
54	-8	10	-5	4
55	-5	-4	-10	-10
56	-1	1	-10	-33
57	15	12	-12	6
58	-4	-7	-2	4
59	-7	1	16	3
60	-5	-8	-1	7
61	-3	-2	17	5
62	12	-16	5	-16

Structural class, the entries above containing a furan ring, fused or not
no.	smiles	CXCR6 inh	CCR6 antagonist	697 NFkB inh	APJ antag
8	Cc1ccccc1Cn1ccc(NC(=O)c2cnn3c(C(F)(F)F)cc(-c4ccco4)nc23)n1	19	9	19	18
12	CCc1nnc(NC(=O)/C=C/c2ccc(C)o2)s1	1	5	-18	0
18	COc1cccc(C(C)N(C)Cc2nc(-c3ccoc3)oc2C)c1 (stereo not drawn)	5	16	12	17
20	Cc1cc(C)n(-c2ccc(C(=O)NCC(c3ccco3)N3CCCC3)cc2)n1 (stereo not drawn)	12	7	-23	-15
21	CCOc1ccc(N(CC(=O)NCc2ccco2)C(=O)CCC(=O)Nc2nccs2)cc1	-7	3	0	-24
47	c1ccc(N2CCN(c3ncnc4c3oc3ccccc34)CC2)cc1	-8	-5	16	-2
51	COCCN(Cc1ccco1)C(=O)C1CCCN(c2ncnc3c2nc2n3CCCCC2)C1 (stereo not drawn)	5	15	-1	-34
54	COc1ccccc1NC(=O)CN(Cc1ccco1)C(=O)c1cncc(Br)c1	-4	2	-5	-17
58	Cc1ccc(-n2c3c(cc(C(=O)NCc4ccco4)c2=O)C(=O)CCC3)cc1	-3	7	-2	0

no.	UBC13 polyUb	Jurkat NFkB inh	EBI2 block	Gli-Sufu antag
8	-11	11	24	15
12	-1	-29	-16	-33
18	5	1	20	-12
20	2	-23	-3	/
21	0	8	-17	-6
47	17	-3	23	-15
51	0	-5	11	8
54	-8	10	-5	4
58	-4	-7	-2	4

High-throughput results as filed in PubChem BioAssay.
